M1 ag: agonists of human M1 muscarinic receptor; P11229; CHO-K1 hM1, Fluo-8 calcium fluorescence, agonist mode; 0% DMSO, 100% acetylcholine EC100; activation, % at 3 µM; 360,000 compounds, 0.33% hits; AID 588814;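 active = activation above the run's mean compound activation plus 3 SD, cut at about 16% in these data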;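 note: peak over basal fluorescence ratio within a 140 s kinetic read after compound addition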
Target sequence (P11229 whole entry, looked up): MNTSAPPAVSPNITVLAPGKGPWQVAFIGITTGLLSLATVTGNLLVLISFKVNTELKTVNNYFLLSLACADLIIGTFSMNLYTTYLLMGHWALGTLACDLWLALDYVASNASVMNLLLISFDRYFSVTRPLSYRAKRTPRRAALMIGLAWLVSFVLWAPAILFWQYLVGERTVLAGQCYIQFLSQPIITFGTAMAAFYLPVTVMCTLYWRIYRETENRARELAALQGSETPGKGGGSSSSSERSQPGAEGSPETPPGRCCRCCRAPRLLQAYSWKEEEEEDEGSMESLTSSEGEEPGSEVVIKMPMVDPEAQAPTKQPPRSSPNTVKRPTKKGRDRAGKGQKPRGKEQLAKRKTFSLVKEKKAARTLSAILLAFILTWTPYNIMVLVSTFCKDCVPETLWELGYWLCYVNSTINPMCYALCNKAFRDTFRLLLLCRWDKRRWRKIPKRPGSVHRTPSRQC
M1 antag: human CHRM1 antagonism; 360,000 compounds, 1.3% hits; CHO-K1 hM1, Fluo-8 calcium fluorescence, ACh EC80 antagonist; P11229; inhibition, % at 3 µM;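 active = percent inhibition above its own plate's cutoff, namely the mean of that plate's compound wells plus 3 SD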;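 note: peak over basal fluorescence ratio during 140 s after agonist addition; 0% = ACh EC80 plus DMSO and 100% = DMSO alone without agonist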
CHO-K1 Ca ag: counter-screen for M1 agonists: effect in parental CHO-K1 cells | Fluo-8 calcium fluorescence; scaled to maximal ATP response, vehicle zero | activation, % at 3 µM | 360,000 compounds, 0.48% hits | AID 602248; in the data active = activation above about 15%;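 note: untransfected CHO-K1 host cells lacking M1 receptor as counterscreen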
CHO-K1 Ca antag: nonselective inhibitor or artifact in parental CHO-K1 cells; ATP-induced calcium, Fluo-8 fluorescence; inhibition, % at 3 µM; 360,000 compounds, 0.6% hits; AID 602250;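 active = inhibition above a per-plate cutoff, the plate's mean sample inhibition plus 3 SD, cut at about 24% in these data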;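 note: 0% = DMSO plus EC80 ATP and 100% = DMSO alone without ATP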
TAAR1 antag: human TAAR1 antagonism; Q96RJ0; inhibition, % at 3 µM; CHO RD-HGA16 TAAR1, Fluo-8 calcium fluorescence, antagonist; 360,000 compounds, 1.5% hits;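 active = inhibition above a per-plate cutoff, the mean inhibition of test compounds on that plate plus 3 SD, cut at about 49% in these data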;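 note: 0% = DMSO plus EC80 beta-PEA response and 100% = DMSO alone without agonist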
Target sequence (Q96RJ0 whole entry, looked up): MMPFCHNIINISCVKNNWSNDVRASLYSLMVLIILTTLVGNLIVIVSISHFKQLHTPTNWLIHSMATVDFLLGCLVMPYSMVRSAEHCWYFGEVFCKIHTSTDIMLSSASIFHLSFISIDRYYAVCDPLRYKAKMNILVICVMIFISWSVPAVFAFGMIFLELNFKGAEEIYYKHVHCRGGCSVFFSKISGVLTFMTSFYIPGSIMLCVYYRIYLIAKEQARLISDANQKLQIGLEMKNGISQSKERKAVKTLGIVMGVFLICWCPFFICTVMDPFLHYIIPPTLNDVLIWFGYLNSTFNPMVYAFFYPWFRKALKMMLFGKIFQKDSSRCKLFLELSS
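Assay system: RD-HGA16 CHO cells with stable hTAAR1 and Gα16 / Reagent: EC80 β-phenethylamine stimulus / Doses: 3 µM, single point / Timing: dye loading 75 min at 37 °C, then 30 min room temperature / Measured by: Fluo-8 intracellular calcium dye fluorescence, real-time kinetic reads / Controls: vehicle wells and EC80 agonist wells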
CHO parental Ca: counter-screen for OX1R antagonists: effect in parental CHO cells. parental CHO-K1, ATP-induced calcium, Fluo-8 fluorescence. inhibition, % at 5.6 µM. 330,000 compounds, 0.63% hits. AID 463079;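 active = inhibition above that plate's mean sample inhibition plus 3 SD, cut at about 26% in these data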;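 note: 0% = ATP-challenged DMSO wells and 100% = DMSO wells without ATP; some compounds past the cut are filed as inactive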
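test system = CHO parental line | reagent = ATP stimulus | measured by = intracellular calcium via Fluo-8 no-wash fluorescent dye | control set = ATP and no-ATP DMSO wells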
CHO-K1 Ca PAM: M1 PAM counterscreen hit in parental CHO-K1 cells; ATP EC20, Fluo-8 calcium fluorescence; 0% at ATP EC20, 100% at ATP max; activation, % at 3 µM; 360,000 compounds, 0.02% hits;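 active = activation above the run cutoff, the mean activation of all test compounds plus 3 SD, cut at about 40% in these data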;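 note: peak over basal fluorescence ratio in a 140 s read after ATP addition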
TAAR1 agonist: human TAAR1 agonism; Q96RJ0; CHO RD-HGA16 TAAR1, Fluo-8 calcium fluorescence; vehicle wells 0%, saturating PEA agonist 100%; activation, % at 3 µM; 360,000 compounds, 0.99% hits;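 active = activation above the mean activation of all test compounds in the run plus 3 SD, cut at about 38% in these data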
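test system = CHO RD-HGA16 cells carrying human TAAR1 plus Gα16 | schedule = 17-24 h seeding, 75 min 37 °C dye, 30 min RT | compound dosing = 3 µM single concentration | control set = DMSO and PEA EC100 | replicates = n 1 | signal = Fluo-8 fluorescence, 5 s baseline then 140 s kinetic read | measure = percent activation vs PEA EC100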
CHRM1 PAM: human CHRM1 positive allosteric modulation; P11229; CHO-K1 hM1, Fluo-8 calcium fluorescence, ACh EC20; 0% = ACh EC20, 100% = maximal ACh; activation, % at 3 µM; 360,000 compounds, 0.088% hits; AID 588819; in the data active = activation above about 19%, passing the limit was not always enough
The depositor's hits bear a star; . = not tested or not shown. Compounds as they come; any-hit rate near 4.4%.

SMILES	M1 ag	M1 antag	CHO-K1 Ca ag	CHO-K1 Ca antag	TAAR1 antag	CHO parental Ca	CHO-K1 Ca PAM	TAAR1 agonist	CHRM1 PAM
Oc1ccc(C(c2nnnn2CCc2ccccc2)N2CCN(c3nc4ccccc4s3)CC2)cc1 (stereo not drawn)	-4	-9	-0.1	-1	5	-9	-6	27	7
NC(=O)c1cc(C(=O)c2ccc(Cl)cc2Cl)c[nH]1	-4	-2	1.0	-7	-21	-11	11	1	8
COc1cc(/C=N/NC(=O)CN2CCCCC2)ccc1OCc1ccc(Br)cc1	-9	-4	3.9	-2	-13	-21	17	7	9
Cc1cc(=O)oc(C)c1C(=O)NCc1ccc(F)cc1	-4	-13	-0.8	-36	-2	1	0	0	9
Cc1ccc(NC(=O)c2ccc(Cl)c(N3C(=O)CCC3=O)c2)cc1	-2	-6	1.5	-18	-22	-9	24	3	5
COC(=O)C1=C(C(=O)c2ccccc2)C(c2ccc(O)c(OC)c2)n2nnnc2N1 (stereo not drawn)	-2	-2	-0.3	10	5	-14	-7	5	1
Cc1cccc(CNCc2ccccc2)c1	-12	2	0.2	-2	-11	-14	4	2	8
CC(=O)C1=C(O)C(CSCc2ccccc2)N(C)C1=O (stereo not drawn)	4	6	-0.5	0	-3	.	-12	3	13
O=C(O)c1cc(Br)ccc1NS(=O)(=O)c1cccc2nsnc12	0	11	-0.9	27*	5	-4	-25	2	-1
COc1cc(/C=N/O)cc(Br)c1OCc1ccc(Cl)cc1	-5	0	0.1	-4	2	11	7	3	2
Cc1cccc(NC(=O)CN(C)S(=O)(=O)c2ccc(Cl)cc2)n1	-6	-10	0.9	-10	14	-7	17	12	5
COC(=O)N1CCN(S(=O)(=O)c2ccc(F)cc2)CC1	-1	6	0.3	-36	0	4	14	1	2
O=C(CN(Cc1cccs1)C(=O)CNS(=O)(=O)c1ccc(F)cc1)NCC1CCCO1 (stereo not drawn)	-4	12	-0.4	-8	-12	-1	4	10	-3
COC(=O)c1c(NC(=O)COc2ncnc3ccccc23)sc(C)c1C	-6	-9	-0.1	-7	-9	-20	20	-1	8
Cc1ccc(OCc2nc3ccccc3n2C)cc1	-5	-12	-0.2	4	1	-1	-11	1	3
CCN(CC)S(=O)(=O)c1ccc(Cl)c(C(=O)OC2CC(C)OC2=O)c1 (stereo not drawn)	-6	-8	3.7	-8	-12	-19	4	2	5
COc1ccc(Nc2cccccc2=O)cc1	-2	-5	0.1	5	5	-4	10	16	6
O=C(NCc1ccc(F)cc1)C1CC(=O)N(C2CCCCC2)C1 (stereo not drawn)	-2	-7	1.3	-5	6	-9	-13	-1	-1
CCn1c2c(c3ccc(OC)cc31)CCCC2=O	-2	-10	-0.1	-6	-17	-22	8	2	7
C/C=C\C=C/C(=O)Nc1cccc(C2=NOC3(C2)C[C@@H](C(N)=O)N(C(=O)/C=C/C=C\C)C3)c1 (stereo partly drawn)	0	-5	0.0	-5	.	-2	-5	.	8
O=C(O)CSc1ccc2nnc(-c3cccnc3)n2n1	-7	-1	-0.6	9	-1	-1	-9	1	0
Nc1nnc(N)c2ccccc12	-12	1	1.6	-7	-2	12	8	11	10
CCc1c(C)nc(N)n2c(SCC(=O)N3CCCC(C)C3)nnc12 (stereo not drawn)	-8	-1	-0.1	-6	-14	0	4	8	0
O=C(c1cc2ccccc2oc1=O)N1CCOCC1	-1	-4	0.5	-7	-7	-2	11	5	5
Cc1csc(NC(=O)C2CCCCC2)n1	-4	-12	0.6	-3	.	4	6	.	3

Full records from above:
`COc1cc(/C=N/NC(=O)CN2CCCCC2)ccc1OCc1ccc(Br)cc1` across the screens: M1 ag = -9; M1 antag = -4; CHO-K1 Ca ag = 3.9; CHO-K1 Ca antag = -2; TAAR1 antag = -13; CHO parental Ca = -21; CHO-K1 Ca PAM = 17; TAAR1 agonist = 7; CHRM1 PAM = 9
`Cc1ccc(OCc2nc3ccccc3n2C)cc1` across the screens: M1 ag = -5; M1 antag = -12; CHO-K1 Ca ag = -0.2; CHO-K1 Ca antag = 4; TAAR1 antag = 1; CHO parental Ca = -1; CHO-K1 Ca PAM = -11; TAAR1 agonist = 1; CHRM1 PAM = 3

Further results follow.
SMILES	M1 ag	M1 antag	CHO-K1 Ca ag	CHO-K1 Ca antag	TAAR1 antag	CHO parental Ca	CHO-K1 Ca PAM	TAAR1 agonist	CHRM1 PAM
O=C(NCCN1CCCCC1)Nc1ccc([N+](=O)[O-])cc1	-9	-22	0.4	-4	-13	-5	-17	2	6
O=C(COC(=O)c1c2c(nc3ccccc13)CCCC2)Nc1ccc2c(c1)OCO2	0	32*	3.9	5	54*	-26	-1	8	-8
CC(=O)c1ccc2noc(-c3ccc(F)cc3)c2c1	-8	-4	1.4	-8	0	-19	17	3	8
COc1ccc(C(=O)Nc2scc(-c3ccc(Cl)cc3Cl)c2C(N)=O)cc1	4	7	-0.5	-4	16	-23	7	1	6
O=C(O)CCc1ccc(S(=O)(=O)Nc2ccc(OCc3ccccc3)cc2)cc1	-10	-3	0.9	-12	-7	2	10	-4	4
O=C(COC(=O)/C=C/c1ccc(F)cc1)NC1CC1	-2	0	0.7	-13	6	-9	3	-2	0
O=C(Nc1ccc(N2CCOCC2)cc1)c1ccncc1	-2	-7	0.1	-12	-31	2	19	-2	4
CN(Cc1ccc(F)cc1)S(=O)(=O)c1nnc(NC(=O)c2ccccc2)s1	-1	21	1.9	1	7	1	-17	1	-18
COc1ccc(NC(=S)N2CCN(c3ncccn3)CC2)c(OC)c1	-2	-14	0.4	-5	-4	-19	17	6	17
COc1cc(NC(=O)c2cc(-c3ccco3)on2)cc(OC)c1OC	-4	-1	1.6	8	-4	-8	-4	13	2
Cc1ccccc1OCc1nnc(SCC(=O)Nc2ccc3nc(SCC(=O)NC(C)(C)C)sc3c2)n1C	-3	3	1.0	5	61*	-20	3	22	2
CCOC(=O)Cc1csc(N/N=C/c2ccc(Cl)cc2)n1	2	-14	0.8	-12	-15	-12	19	14	17
CN1C(=O)Cc2cc(S(=O)(=O)N3CCN(c4ccc(Cl)cc4)CC3)ccc21	-2	-14	0.9	-17	-56	-1	6	-1	7
Cc1cnc(C(=O)OC(C)C(=O)Nc2ccc(Oc3ccccc3)cc2)cn1 (stereo not drawn)	-4	4	5.6	1	-5	-10	-3	5	-3
Cc1nn2c(NCC(C)C)c3c(nc2c1-c1ccccc1)CCC3	-4	-6	0.2	-16	.	-7	22	.	3
COc1ccc(S(=O)(=O)N(C)c2ccc(C(=O)NCc3ccco3)cc2)cc1OC	1	-20	2.5	-14	-19	-12	7	0	20
Cc1ccc2nc(-c3ccccc3)c(CN3CCOCC3)n2c1	-4	15	0.0	2	16	3	-8	0	-3
COc1ccc(C)cc1NC(=O)CNC(=O)[C@@H]1Cc2ccccc2CN1	-6	-5	0.3	2	6	-15	-18	0	5
Cc1nc(C(=O)Nc2ccc(Cl)cc2)sc1C1(C)CC(c2ccccc2)=NO1 (stereo not drawn)	0	19	3.8	5	29	-29	2	5	-7
COc1ccc(S(=O)(=O)Nc2c(C)nc3nc(C)[nH]n3c2=O)cc1	-3	-6	0.2	11	-22	9	6	4	10
Cc1ccc(S(=O)(=O)Nc2ccc(C(=O)N3CCOCC3)cc2)cc1	0	-2	1.4	-7	-15	7	2	3	4
COc1ccc(S(=O)(=O)N2CCC(C(=O)N[C@@H](C)C(=O)NCc3ccncc3)CC2)cc1	1	-9	-0.3	-11	-22	-6	12	7	19
COCCN(C(=O)Cc1cccs1)C(C(=O)NCc1ccc(OC)cc1)c1ccc(OC)cc1 (stereo not drawn)	-2	7	4.6	-17	-1	-20	15	9	-2
CC(OC(=O)CC1CCCCC1)C(=O)Nc1ccc(S(N)(=O)=O)cc1 (stereo not drawn)	1	-17	0.8	4	-8	-10	-13	7	7
COc1nnc(-c2ccccc2)s1	-4	5	1.4	-11	-6	6	26	0	-1
CCc1ccc2nc(N(CCCN(C)C)C(=O)c3ccc4c(c3)OCCO4)sc2c1	-2	7	7.9	-9	20	-24	12	15	-5
C[C@H](NC(=O)OC(C)(C)C)c1nnc(SCC(N)=O)o1	-1	-14	0.7	-6	-8	-5	16	9	12
COc1ccccc1NC(=S)NNC(=O)c1ccccc1	0	3	0.2	-2	10	-15	10	2	5
CCN1C(=O)[C@H]2[C@@H](c3ccc(Cl)cc3)N3C(=O)CN(CCOC)C(=O)[C@@]3(C)[C@H]2C1=O	0	-3	0.9	-13	8	0	12	2	14

An excerpt from above in order of their number in M1 antag, low to high.
Molecule	M1 antag
CCN1C(=O)[C@H]2[C@@H](c3ccc(Cl)cc3)N3C(=O)CN(CCOC)C(=O)[C@@]3(C)[C@H]2C1=O	-3
Cc1ccccc1OCc1nnc(SCC(=O)Nc2ccc3nc(SCC(=O)NC(C)(C)C)sc3c2)n1C	3
CCc1ccc2nc(N(CCCN(C)C)C(=O)c3ccc4c(c3)OCCO4)sc2c1	7

TAAR1 antag: entries above that show a hit
mol	M1 ag	M1 antag	TAAR1 antag	CHRM1 PAM
O=C(COC(=O)c1c2c(nc3ccccc13)CCCC2)Nc1ccc2c(c1)OCO2	0	32*	54*	-8
Cc1ccccc1OCc1nnc(SCC(=O)Nc2ccc3nc(SCC(=O)NC(C)(C)C)sc3c2)n1C	-3	3	61*	2

Source: PubChem
